Screening results deposited in PubChem by several laboratories.
Rin1-Abl PPI inh = blocks binding of human Rin1 to Abl | P00519+Q13671 | TR-FRET Rin1/Abl binding, biochemical | inhibition, % at 7.35 µM | 360,000 tested, 0.4% active | AID 588664; in the data active = inhibition above about 5%, passing the limit was not always enough
FAS-TE inh = inhibitors of human fatty acid synthase thioesterase domain | P49327 | recombinant FAS-TE, OMFH fluorogenic substrate, fluorescence endpoint | inhibition, % at 15 µM | 360,000 tested, 0.67% active | AID 602261;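 active = compounds whose normalised, plate-corrected inhibition of enzyme fluorescence in the single-dose primary screen is 50% or more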;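 also: 0% = DMSO with enzyme and 100% = substrate without enzyme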
SKN-1 inh = inhibitors of C. elegans SKN-1; C. elegans VP596 Pgst-4::GFP/RFP ratio, acrylamide-induced, 24 h; inhibition, % at 21.8 µM; 360,000 tested, 0.49% active;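 active = interference check ratio from 0.5 to 1.5 plus GFP to RFP signal ratio inhibition reaching or exceeding a fixed threshold, cut at about 30% in these data, passing the limit was not always enough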; also: some compounds called inactive have numbers as strong as hits
MT1-MMP act inh = inhibitors of human MT1-MMP activation; HT1080 RFP-PRO-GFP cells, GFP/RFP ratio fluorescence, overnight; percent of plate control window, DMSO zero; 360,000 tested, 0.061% active; AID 651647; P50281; GFP/RFP ratio change, % at 20 µM;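 active = GFP/RFP ratio change of at least 30% with cell ATP level not reduced by more than half and red fluorescence within 50% of control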; also: strong numbers were not always called active
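Assay system – RFP-PRO-GFP reporter HT1080 cells · Compound dosing – single dose of 20 µM compound, 1% DMSO final · Incubation – overnight compound exposure at 37 °C · Measure – GFP/RFP fluorescence ratio · Benchmarks – DMSO wells and RFP-L50D-GFP cells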
Rpn11 inh = inhibitors of human proteasome Rpn11. O00487. human 26S proteasome, Ub4-pepOG fluorescence polarization; 20S core pre-blocked with epoxomicin. calls only at 20 µM. 360,000 tested, 0.59% active;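 active = inhibition at 20 µM, scaled to each plate's controls, above about 33%, limit read from the data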
Target sequence (O00487 whole entry, looked up): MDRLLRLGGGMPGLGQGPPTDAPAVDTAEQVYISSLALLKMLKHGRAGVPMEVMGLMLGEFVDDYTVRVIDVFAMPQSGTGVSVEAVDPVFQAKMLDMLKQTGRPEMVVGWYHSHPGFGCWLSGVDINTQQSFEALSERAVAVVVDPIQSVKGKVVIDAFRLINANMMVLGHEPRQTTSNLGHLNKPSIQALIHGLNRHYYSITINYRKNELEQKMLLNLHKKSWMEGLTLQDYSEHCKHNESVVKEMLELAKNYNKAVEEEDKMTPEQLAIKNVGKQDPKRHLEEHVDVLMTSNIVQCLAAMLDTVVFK
CSN inh = CSN deneddylation inhibition. 360,000 tested, 0.38% active. inhibition, % at 12.5 µM. Purified CSN, SCF-Nedd8-OG deneddylation, fluorescence polarization;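 active = pattern-corrected inhibition above about 35%, with an unprinted fluorescence ratio check between 0.5 and 1.5, limit read from the data, passing the limit was not always enough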;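 also: 0% = enzyme with substrate and 100% = substrate without enzyme; some results filed as inactive read as strong as hits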
Target sequence (Q92905 whole entry, looked up, one chain of several): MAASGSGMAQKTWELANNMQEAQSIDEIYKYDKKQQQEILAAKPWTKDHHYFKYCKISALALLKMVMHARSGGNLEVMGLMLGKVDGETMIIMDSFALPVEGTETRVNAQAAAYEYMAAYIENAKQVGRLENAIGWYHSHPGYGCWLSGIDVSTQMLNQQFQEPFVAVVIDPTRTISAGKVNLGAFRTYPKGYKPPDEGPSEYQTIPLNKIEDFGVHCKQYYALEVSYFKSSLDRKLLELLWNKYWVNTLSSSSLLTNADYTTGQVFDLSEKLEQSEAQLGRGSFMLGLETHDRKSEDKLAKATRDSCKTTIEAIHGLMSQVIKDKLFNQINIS
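Assay system: Purified human Csn5 enzyme expressed in HEK293T cells | Amount: Enzyme 0.24 nM | Measured by: Fluorescence polarization readout | Medium: Tris/NaCl/DTT buffer, pH 7.5 | Compound dosing: One concentration, 12.5 µM, 0.25% DMSO | Times: 90 min incubation of compound, enzyme and substrate at room temperature | Control set: no-enzyme wells high, enzyme-with-substrate wells low | Read-out: % inhibition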
NadD inh = inhibitors of Staphylococcus aureus NadD; purified NadD enzyme, colorimetric absorbance read-out; inhibition, % at 20 µM; 360,000 tested, 0.78% active; in the data active = inhibition above about 26%; also: some compounds past the cut are filed as inactive
Neddylation inh = inhibitors of human cullin neddylation; P61081+Q13564; TR-FRET cullin neddylation, biochemical; calls only at 25 µM; 360,000 tested, 0.58% active; AID 651699; in the data active = inhibition above about 36%
MLLE-PAM2 inh = inhibitors of microRNA-mediated deadenylation, human PABP1 MLLE binding. GST-MLLE / FITC-PAM2 fluorescence polarization. inhibition, % at 20 µM. P11940. 360,000 tested, 0.36% active; in the data active = inhibition above about 35%, passing the limit was not always enough;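 also: plate controls were DMSO wells with GST-MLLE for no effect and wells lacking GST-MLLE protein for full effect; some results filed as inactive read as strong as hits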
An asterisk follows results filed as active; i = inactive; x = no result given.

SMILES | Rin1-Abl PPI inh | FAS-TE inh | SKN-1 inh | MT1-MMP act inh | Rpn11 inh | CSN inh | NadD inh | Neddylation inh | MLLE-PAM2 inh
Cn1ncc(C#N)c1/N=C/N(Cc1ccccc1)Cc1ccccc1 | 2 | 19 | -6 | -4 | i | 0 | -9 | i | 9
CCN(CC)c1ccc(/C=N/NC(=O)c2nnn(-c3nonc3N)c2CN(C)C2CCCCC2)cc1 | -3 | 33 | 7 | -6 | i | 1 | 20 | x | 13
O=C(Nc1ccccn1)c1ccc2c(c1)S(=O)(=O)c1ccccc1C2=O | -2 | 0 | -2 | -2 | i | 4 | -6 | i | 9
CCCCC[C@H](C)N1C[C@@H](COCc2ccccc2)Oc2cc(N3CCC[C@@H]3COC)ccc2S1(=O)=O | x | 20 | -5 | -2 | x | 1 | -8 | i | x
CCOC(=O)C1=C(N)OC2=C(C(=O)CCC2)C1c1ccco1 (stereo unspecified) | -3 | -9 | -2 | -5 | i | 1 | 2 | i | 25
NC(=O)C1CCN(C(=O)COc2ccc3c(c2)oc(=O)c2ccccc23)CC1 | -4 | -1 | 11 | 1 | i | 4 | -2 | x | -10
COc1ccc(N2CCN(C(=O)c3ccccc3NC(=O)c3ccccc3)CC2)cc1 | 1 | -1 | 10 | -1 | i | -2 | 0 | i | -1
CCN1CCN(CCNC(=O)c2ccc(/C=C3\Sc4ccccc4N(Cc4ccccc4F)C3=O)cc2)CC1 | -6 | 9 | 7 | 1 | i | 2 | -3 | i | 9
O=C(c1noc2c1CCCC2)N1CCCCC1 | -3 | -10 | -3 | -3 | i | -5 | -3 | i | -5
CCn1c(COc2cccc3ccccc23)nnc1SCC(N)=O | -2 | -6 | 14 | 1 | i | -1 | 1 | i | -109
COc1ccc(NC(=O)CSc2nc3ccccc3c3nc4ccccc4n23)cc1 | 1 | -5 | 11 | -1 | i | 5 | 2 | i | 30
CC(C)(C)n1ncc2c(=O)n(Cc3cccc(Cl)c3)cnc21 | 7.6* | 13 | 0 | 3 | i | 6 | 0 | i | 5
Cc1cc(NC(=O)CSCc2nc(-c3cccc(Cl)c3)oc2C)no1 | -1 | -8 | -6 | 5 | i | -6 | 0 | i | 3
Cc1cccc(/C=C2/S/C(=N/N=C3\CC4CCC3(C)C4(C)C)NC2=O)c1 (stereo unspecified) | 0 | 18 | 19 | 5 | i | -7 | 13 | i | 0
O=C(NCc1nnc(SCC(=O)N2CCCc3ccccc32)n1-c1ccccc1)c1cccc2ccccc12 | -1 | 9 | 4 | 1 | i | -12 | 9 | i | 24
COc1ccc(CC(N)c2csc(NC(=O)Nc3ccccc3Cc3ccccc3)n2)cc1 (stereo unspecified) | 2 | -22 | 14 | -4 | i | 1 | 16 | i | 6
CN(Cc1nccn1C)C(=O)c1cc(COc2cccc(C(F)(F)F)c2)on1 | 3 | -4 | 5 | 4 | i | 1 | -6 | i | -1
c1ccc(-c2nnc(-c3ccncc3)nc2-c2ccccc2)cc1 | 4 | 0 | -1 | 3 | i | -2 | -1 | i | 9
CC1CCN(S(=O)(=O)N2CCN(C(=O)c3ccc4c(c3)OCO4)CC2)CC1 | 0 | -1 | -14 | -1 | i | 3 | -3 | i | 15
CCCS(=O)(=O)N1CCC(C(=O)NCCc2ccc(OC)c(OC)c2)CC1 | -3 | -7 | -6 | 1 | i | 3 | 0 | i | -9
CCCCn1c(N)c(N(CCOC)C(=O)CSc2ccccc2C)c(=O)[nH]c1=O | 3 | -6 | 7 | -6 | i | 11 | 3 | i | 8
CCC(Sc1nc(C)cc(C)n1)C(=O)Nc1ccc(Cl)cn1 (stereo unspecified) | 2 | 3 | 25 | 2 | i | -3 | 6 | i | -2
O=C(C1=C(O)C(=O)N(CC2CCCO2)C1c1ccc(Cl)cc1Cl)c1ccco1 (stereo unspecified) | 0 | 7 | 7 | -7 | i | 2 | 4 | i | 2
COc1ccccc1-c1cc2nc(-c3ccccc3)cc(N3CCN(C(=O)c4ccoc4)CC3)n2n1 | 2 | 22 | 16 | 0 | i | 5 | 47* | i | 9
CC12CC3CC(C1)CC(C(=O)NNC(=O)c1ccncc1)(C3)C2 | 2 | -5 | 11 | 0 | i | 6 | 2 | i | 2

Fetched one by one from above (3):
SMILES | Rin1-Abl PPI inh | FAS-TE inh | SKN-1 inh | MT1-MMP act inh | Rpn11 inh | CSN inh | NadD inh | Neddylation inh | MLLE-PAM2 inh
CCN1CCN(CCNC(=O)c2ccc(/C=C3\Sc4ccccc4N(Cc4ccccc4F)C3=O)cc2)CC1 | -6 | 9 | 7 | 1 | i | 2 | -3 | i | 9
COc1ccc(NC(=O)CSc2nc3ccccc3c3nc4ccccc4n23)cc1 | 1 | -5 | 11 | -1 | i | 5 | 2 | i | 30
CC(C)(C)n1ncc2c(=O)n(Cc3cccc(Cl)c3)cnc21 | 7.6* | 13 | 0 | 3 | i | 6 | 0 | i | 5

Later entries
SMILES | Rin1-Abl PPI inh | FAS-TE inh | SKN-1 inh | MT1-MMP act inh | Rpn11 inh | CSN inh | NadD inh | Neddylation inh | MLLE-PAM2 inh
CCCCN(C=O)c1c(CC)nc2c(OCC3CCCCC3)cccn12 | -3 | 5 | -5 | -3 | i | 0 | 2 | i | -10
Cc1ccc(NC(=O)Cn2cnc3c(oc4nc5c(cc43)COC(C)(C)C5)c2=O)cc1 | -1 | -2 | 0 | -4 | i | 1 | 3 | i | -5
COc1ccc(/C=C2\SC(=S)N(CCCC(=O)N3CCN(C)CC3)C2=O)cc1OC | -3 | -6 | 3 | 1 | i | 2 | -1 | i | -9
O=C(/C=C/c1ccccc1Cl)NC1CCS(=O)(=O)C1 (stereo unspecified) | 1 | -7 | 4 | 5 | i | -3 | -1 | i | 7
Cc1cc(Cl)ccc1OCC(=O)NNC(=O)C1CSC2(C)CCC(=O)N12 (stereo unspecified) | 0 | -3 | -2 | -6 | i | -5 | 0 | i | 9
CCN(CC(=O)Nc1c(F)cccc1F)C(=O)C1CCN(C(=O)c2ccc(Cl)cc2)CC1 | 0 | -4 | 1 | -1 | i | -3 | 4 | i | -4
O=C(Cn1nnc2c(sc3nc4c(c(-c5ccccc5)c32)CCC4)c1=O)c1ccccc1 | 1 | 32 | 11 | -8 | i | 2 | 16 | i | 3
CCCn1c(N)c(C(=O)CSc2nc(C3CC3)n(-c3ccccc3)n2)c(=O)[nH]c1=O | 3 | -15 | 11 | -3 | i | -4 | 1 | i | -16
Cc1ccc(CN2CC(C(=O)N3CCN(S(=O)(=O)c4ccc(C)cc4C)CC3)CC2=O)cc1 (stereo unspecified) | -1 | 1 | 18 | 3 | i | 0 | 1 | i | 1
C/C(=N/NC(=O)c1cccs1)c1cccc(N)c1 | 0 | -5 | 2 | 2 | i | -6 | 7 | i | 10
NC(=O)c1c(NC(=O)Cc2ccccc2)sc2c1CCN(Cc1ccccc1)C2 | -1 | -17 | -4 | 1 | i | 19 | -1 | i | 0
CCCC(=O)NC(=S)Nc1ccccc1N1CCOCC1 | 1 | -6 | 2 | 2 | i | -2 | -5 | i | 20
Cc1cccc2c1NC(C)CC2C (stereo unspecified) | 0 | -14 | 17 | 19 | i | -2 | -5 | i | -10
c1cc(CNc2ccc(N3CCOCC3)cc2)ccn1 | 0 | -2 | -1 | 6 | i | 7 | -2 | i | 17
CCN(CC)c1ccc(/C=N/NC(=O)c2ccc3c(c2)OCCO3)cc1 | 0 | 16 | 9 | -1 | i | -4 | -1 | x | -5
CSc1ccccc1NC(=O)C1CCN(S(C)(=O)=O)CC1 | -1 | 1 | 5 | -5 | i | 4 | -2 | i | 8
O=C(CNC(=O)c1ccc(Br)o1)Nc1cccc(S(=O)(=O)N2CCCC2)c1 | 0 | -1 | -15 | 4 | i | 2 | -7 | i | -3
CC(OC(=O)c1nsc(Cl)c1Cl)C(=O)NCCc1ccccc1 (stereo unspecified) | 0 | 5 | 19 | 2 | i | 1 | -8 | i | 12
CC(CC(C)C(=O)Nc1ccccc1C(C)(C)C)C(=O)O (stereo unspecified) | -1 | -7 | 13 | 2 | i | 4 | 6 | i | 4
Cc1ccnc(N2C(=O)C3C4CC(C(Br)C4Br)C3C2=O)c1 (stereo unspecified) | -3 | -2 | 13 | 4 | i | 1 | -2 | i | 12
COc1cc2c3c(c1OC)C1(C=CC(=O)C=C1)CC3N(C(=O)c1ccccc1)CC2 (stereo unspecified) | 0 | -4 | 8 | -3 | i | -3 | -8 | i | 6
COc1ccc(C2C(C(=O)O)CC(=O)N2c2ccc(OC)cc2)cc1 (stereo unspecified) | 1 | -5 | -6 | 2 | i | 3 | 2 | i | 11
CC(OC(=O)C1CC(=O)N(Cc2ccco2)C1)C(=O)Nc1ccc(F)cc1Cl (stereo unspecified) | 2 | -7 | 6 | -1 | i | 0 | 2 | i | 5
CCCCCCCC(=O)NNC(=O)c1c(O)c2ccccc2n(CCC)c1=O | 1 | -1 | -8 | 4 | i | 3 | 13 | i | 7
O=C(N/N=C/c1ccc(N2CCCCC2)o1)c1ccccc1 | -3 | -2 | 3 | -3 | i | -15 | 10 | i | 2
CCn1nnnc1NC(=O)c1ccc2ccccc2c1 | 1 | -6 | -2 | 1 | i | 3 | -6 | i | -14
O=C(CN1CCN(c2nc(-c3ccccc3)cs2)CC1)Nc1ccc2c(c1)OCO2 | 0 | 40 | 0 | -1 | i | -11 | -7 | i | -1
O=C(COC(=O)c1ccc(N2CCCC2=O)cc1)c1ccccc1 | -2 | 2 | -13 | -2 | i | 7 | 0 | i | 7
FC(F)(F)c1cccc(Cc2noc(CN3C[C@@H]4CCC[C@H]3C4)n2)c1 | -1 | 3 | 14 | -2 | i | 6 | -7 | i | -1
Cc1cc(Br)cn2c(Cc3ccccc3)c(-c3ccccc3)nc12 | -4 | 14 | 11 | -6 | i | 0 | -1 | i | -4

Profiles, looked up by structure:
O=C(c1noc2c1CCCC2)N1CCCCC1 as listed: Rin1-Abl PPI inh: -3; FAS-TE inh: -10; SKN-1 inh: -3; MT1-MMP act inh: -3; Rpn11 inh: i; CSN inh: -5; NadD inh: -3; Neddylation inh: i; MLLE-PAM2 inh: -5
CN(Cc1nccn1C)C(=O)c1cc(COc2cccc(C(F)(F)F)c2)on1 as listed: Rin1-Abl PPI inh: 3; FAS-TE inh: -4; SKN-1 inh: 5; MT1-MMP act inh: 4; Rpn11 inh: i; CSN inh: 1; NadD inh: -6; Neddylation inh: i; MLLE-PAM2 inh: -1

A second format for part of the listing above:
canonical_smiles,Rin1-Abl PPI inh,FAS-TE inh,SKN-1 inh,MT1-MMP act inh,Rpn11 inh,CSN inh,NadD inh,Neddylation inh,MLLE-PAM2 inh
COc1ccccc1-c1cc2nc(-c3ccccc3)cc(N3CCN(C(=O)c4ccoc4)CC3)n2n1,2,22,16,0,i,5,47*,i,9
CC12CC3CC(C1)CC(C(=O)NNC(=O)c1ccncc1)(C3)C2,2,-5,11,0,i,6,2,i,2
